From PubChem
HP1b binding inh: HP1-beta chromodomain-methylated histone interaction inhibition; AlphaScreen HP1-beta / biotin-H3K9me3 peptide binding; P83916; Potency, µM (top dose mostly 114 µM), for inactives: at the highest dose activity change, negative = inhibition, most hits filed as inhibitors; 0.56% of 390,000 active; further: potency means the concentration at half of the fitted maximal effect; nearly all actives have a fitted effect of over 70% in size; inactives centre near 23
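AlphaScreen: HP1-beta (50 nM) preformed 30 min with biotin-H3(1-18)K9me3 peptide (50 nM) in PBS pH 7.4, 0.01% Tween-20. Compound added for 30 min at RT, then streptavidin donor/nickel chelate acceptor beads (10 ug/mL) for 30 min.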
G9a inh: blocks human histone lysine methyltransferase G9a | Potency, µM (titrated, usually from 102 µM), for the others: at the top dose activity, negative = inhibition, actives largely listed as inhibitors | AID 504332 | G9a H3K9 monomethylation, AlphaScreen, 2 h | 8.8% of 350,000 active; further: potency means the concentration at half of the fitted maximal effect; on the % scale 0 is the no-effect control and ±100 the full control effect; nearly all actives have a fitted effect of over 75% in size
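AlphaScreen detection with an anti-monomethyl H3K9 antibody quantified product after a 2 h room-temperature reaction containing 500 nM biotinylated H3K9 peptide, 20 µM SAM and 20 nM enzyme, which had been preincubated 15 min with compound.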
JMJD2A Tudor inh: inhibitors of human JMJD2A Tudor domain; O75164; AlphaScreen JMJD2A-Tudor / H3K4me3 peptide binding; Potency, µM (series often up to 114 µM), without a hit: top-dose activity change, negative = inhibition, usual class: inhibitors; 4.4% of 390,000 active; AID 504339; further: potency means the concentration at half of the fitted maximal effect; on the % scale 0 is the no-effect control and ±100 the full control effect; nearly all actives have a fitted effect of over 50% in size
Target sequence (O75164 whole entry, looked up, the tested form may be a part): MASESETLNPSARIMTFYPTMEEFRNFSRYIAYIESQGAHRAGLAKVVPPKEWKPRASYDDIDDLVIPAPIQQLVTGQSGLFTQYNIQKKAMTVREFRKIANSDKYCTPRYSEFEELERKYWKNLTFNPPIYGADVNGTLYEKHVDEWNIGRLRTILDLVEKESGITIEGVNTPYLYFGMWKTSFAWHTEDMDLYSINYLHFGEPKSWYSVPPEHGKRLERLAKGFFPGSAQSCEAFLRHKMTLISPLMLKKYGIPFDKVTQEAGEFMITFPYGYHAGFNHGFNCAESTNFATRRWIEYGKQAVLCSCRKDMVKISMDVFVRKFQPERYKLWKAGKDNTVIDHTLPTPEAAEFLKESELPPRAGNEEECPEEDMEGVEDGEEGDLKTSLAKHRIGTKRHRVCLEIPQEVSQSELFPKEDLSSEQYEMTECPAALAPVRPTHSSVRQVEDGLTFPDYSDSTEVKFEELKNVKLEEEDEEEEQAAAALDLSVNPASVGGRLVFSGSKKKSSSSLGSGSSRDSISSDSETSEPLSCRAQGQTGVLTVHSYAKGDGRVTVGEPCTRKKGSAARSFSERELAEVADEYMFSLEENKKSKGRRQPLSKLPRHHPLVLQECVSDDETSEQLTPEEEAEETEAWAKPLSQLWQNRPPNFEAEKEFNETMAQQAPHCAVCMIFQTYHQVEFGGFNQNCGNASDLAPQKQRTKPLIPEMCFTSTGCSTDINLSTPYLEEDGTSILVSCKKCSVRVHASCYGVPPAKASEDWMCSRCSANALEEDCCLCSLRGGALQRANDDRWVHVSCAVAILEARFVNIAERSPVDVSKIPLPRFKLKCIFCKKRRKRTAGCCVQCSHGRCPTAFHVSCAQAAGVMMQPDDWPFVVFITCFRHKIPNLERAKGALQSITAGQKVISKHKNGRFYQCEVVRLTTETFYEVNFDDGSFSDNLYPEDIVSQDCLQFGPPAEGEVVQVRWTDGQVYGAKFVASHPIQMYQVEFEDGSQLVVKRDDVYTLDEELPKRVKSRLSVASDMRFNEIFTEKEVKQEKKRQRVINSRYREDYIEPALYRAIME
Pin1 inhibitor: inhibitors of human Pin1; Q13526; Pin1 FP peptide displacement, HiFluor488, 10 min; Potency, µM (titrated, usually from 115 µM), without a hit: at the highest dose activity, negative = inhibition, actives largely listed as inhibitors; 0.009% of 390,000 active; AID 504891; active means well fitted inhibition curve with a large enough effect in the polarisation, with a control signal flat, not every such curve was filed as active; inconclusive means small, poorly fitted or top-dose-only effect, or effect the other way, or a change in a side signal; inactive means no such curve, though single readings can be large or run the other way; the % refers to the polarisation; further: potency means the concentration at half of the fitted maximal effect; on the % scale 0 is the no-effect control and ±100 the full control effect
PGK inhibitor: inhibitors of T. brucei phosphoglycerate kinase | P07378 | 0.043% of 380,000 active | PGK/GAPDH coupled, Kinase-Glo luminescence, 60 min | Potency, µM (titrated, usually from 57.5 µM), inactives show top-dose activity change, negative = inhibition, usual class: inhibitors; further: potency means the concentration at half of the fitted maximal effect; on the % scale 0 is the no-effect control and ±100 the full control effect; nearly all actives have a fitted effect of over 60% in size
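Recombinant glycosomal PGK reaction used 1,3-bisphosphoglycerate generated in-well by GAPDH (100nM final) in 100mM TEA pH 7.6, 5mM MgCl2, 0.01% Tween-20. After 60 minutes at room temperature, ATP was read by Kinase-Glo Plus luminescence end-point.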
BAZ2B inh: inhibitors of human BAZ2B bromodomain. AlphaScreen BAZ2B-H3K14Ac peptide displacement. Potency, µM (highest dose often 114 µM), for the others: top-dose activity change, negative = inhibition, most hits filed as inhibitors. 4.4% of 360,000 active. AID 504333; further: potency means the concentration at half of the fitted maximal effect; on the % scale 0 is the no-effect control and ±100 the full control effect; nearly all actives have a fitted effect of over 60% in size
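Inhibition is scored as reduced AlphaScreen emission. The BAZ2B/b-H3(5-23)K14Ac complex (50 nM each) in PBS pH 7.4, 0.01% Tween-20 meets compound (up to 110 uM) for 30 min at RT before bead addition.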
GLS inh: inhibitors of human glutaminase (GLS) | O94925 | GLS enzymatic activity, qHTS titration | Potency, µM (doses to about 45.5 µM), without a hit: at the highest dose activity change, negative = inhibition, most hits filed as inhibitors | 0.21% of 410,000 active | AID 624170; further: potency means the concentration at half of the fitted maximal effect; on the % scale 0 is the no-effect control and ±100 the full control effect
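Enzyme dispensed in phosphate buffer (45 mM, pH 8.2, 0.02% Tween-20), compounds pinned in, then 1 mM L-glutamine solution and the glutamate oxidase–HRP–Amplex Red mix added; fluorescence read immediately and again after 30 min at room temperature.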
PI4K2A inh: blocks human PI4K2A kinase activity; Q9BTU6; purified PI4K2A, ADP-Glo luminescence, 1 h; stronger effect = lower value; activity change, negative = inhibition, % at 76.9 µM; 0.13% of 420,000 active; AID 1346378; in the data active means activity change below about -50%; inconclusive means mostly about -30% to -49%;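 further: -100% = wells without enzyme as full effect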
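ADP-Glo luminescence measured ADP generated by PI4K2A enzyme (4 ug/mL before mixing) with 1.2 mM PI substrate (pre-mix) and 300 microM ATP (pre-mix). Tris pH7.5 buffer with MgCl2, Triton X-100; 1 h reaction at ambient temperature.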
ERG-DNA inh: blocks human ERG Ets domain binding to DNA. P11308. Potency, µM (highest dose often 76.9 µM), for inactives: at the highest dose FP activity, negative = inhibition, actives largely listed as inhibitors. 0.028% of 370,000 active. fluorescence polarization, His-ERG Ets domain / labelled DNA; active means well fitted inhibition curve with a large enough effect in the polarisation, with a control signal flat; inconclusive means small, poorly fitted or top-dose-only effect, or effect the other way, or a change in a side signal; inactive means no such curve, though single readings can be large or run the other way; the % refers to the polarisation;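 further: polarization taken with two DNA probes labelled with fluorescein and Texas red; potency means the concentration at half of the fitted maximal effect; % of control where 0% means no effect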
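His-tagged ERG Ets domain (1 uM in the protein solution; 300mM KCl, 50mM Tris-HCl, 1mM EDTA, 1mM DTT, pH 7.5) received compound, then a probe mix of 5 nM fluorescein-DNA and 100nM Texas-615-DNA. Fluorescence polarization was read for both dyes.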
Active calls of the source: *; i = inactive; u = inconclusive; x = no result given; [ ] = remark or other dose. Unless noted, the call rests on the fitted dose curve; in most records, active means well fitted curve in the direction sought with a large enough effect; inconclusive means small, poorly fitted or top-dose-only effect, or another doubt; inactive means no such curve, though single readings can be large; an effect the other way counts as inactive or inconclusive.

HP1b binding inh,PGK inhibitor,GLS inh,JMJD2A Tudor inh,BAZ2B inh,PI4K2A inh,ERG-DNA inh,Pin1 inhibitor,G9a inh,Compound
62%[activator],-2%,-1%,10%,31%,1,-2%,5%,36%[activator],O=C(CN1C(=O)c2ccccc2C1=O)Oc1ccc(Cl)cc1
16%,2%,0%,5%,8%,0,5%,-4%,2%[2.33 µM],CC(C(=O)N1CCCC1)N1CCN(S(=O)(=O)c2ccc(OC(F)(F)F)cc2)CC1 (stereo unspecified)
30%,-3%,-5%,9%,5%,9,-19%,1%,x,CCOc1cc(CNn2cnnc2)cc(Br)c1OCC(=O)NC(C)(C)C
27%,-6%,-2%,u,-35%,-1,-2%,-1%,45µM*,CCCCCCn1cc(C(=O)O)c(=O)c2ccccc21
24%,-8%,6%,-14%,-7%,-1,6%,14%,4%[59 µM],CCc1ccc2c(CN3CCN(S(=O)(=O)c4cccs4)CC3)cc(=O)oc2c1
31%,-7%,1%,0%,-4%,-1,-1%,1%,16%[59 µM],Cc1cn(C)c(CC(=O)NCc2ccc(F)cc2)c1C(=O)O
40%[activator],-7%,-7%,6%,x,-1,6%,-2%,x,C=C(C)COC(=O)C1CC2OC2CC1C(=O)OCC(=C)C (stereo unspecified)
25%,-13%,3%,-10%,x,6,-11%,2%,x,CCC(C)c1nc2ccsc2c(N2CCOC2=O)c1-c1ccccc1 (stereo unspecified)
37%,-3%,-3%,u,-5%,-3,-13%,2%,12%,Cc1ccc(C(=O)NC2(C(F)(F)F)NC(=O)N(c3ccc(Cl)cc3)C2=O)cc1 (stereo unspecified)
-10%,-7%,-5%,-14%,-1%,0,3%,3%,20%,COc1ccc([N+](=O)[O-])cc1NC(=O)c1ccc(CN(c2ccc(C)c(C)c2)S(C)(=O)=O)cc1
0%,-5%,-5%,25µM*,56µM*,-5,23%,-20%,x,COc1cc(OC)c(CN2CCC(Cc3ccccc3)CC2)cc1Br
21%,-6%,-2%,u,1%,-2,-3%,-3%,17%,C/C(=N\OC(=O)c1cccc(C)c1)c1sc(-c2ccccc2)nc1C
-16%,-25%,-10%,79µM*,u,-13,-11%,u,u,CCOC(=O)C1=C(C)N=c2s/c(=C/c3ccc(OCC(=O)O)cc3)c(=O)n2C1c1ccc(F)cc1 (stereo unspecified)
13%,7%,5%,-18%,u,-18,-5%,4%,19%[12.7 µM],CCCCc1cc(=O)oc2cc(OCC(=O)N[C@@H](Cc3ccccc3)C(=O)O)ccc12
-11%,-7%,24%,-13%,-14%,-1,3%,-6%,u,CCOc1ccc(NC(=S)Nc2cccc3cnccc23)cc1
-5%,-1%,3%,-22%,6%,13,-13%,-3%,u,Cc1nc(NCCCN2CCOCC2)c2oc3ccccc3c2n1
30%,-9%,-9%,5%,8%,3,-10%,-13%,24%[2.33 µM],COCCNC(=O)/C(C#N)=C/c1c(N2CCN(C)CC2)nc2ccccn2c1=O
27%,11%,8%,-7%,-22%,0,-3%,-8%,14µM*,COc1ccc(OC)c(/C(C)=N/Nc2ccc(C(=O)O)cc2)c1
47%[activator],i,-10%,-1%,2%,-4,1%,-2%,u,COc1cccc(OCC(=O)NC2CCCCCC2)c1
34%,1%,2%,-17%,x,0,-10%,u,x,CN1CC(=O)N2[C@H]3c4ccccc4OC[C@@H]3[C@H](c3ccccc3)[C@]2(C)C1=O
42%[activator],-3%,-3%,-20%,1%,3,-8%,9%,-8%[59 µM],COc1ccc(C2C(=O)N(C3CCCCCC3)CC(=O)N2Cc2ccccc2)cc1 (stereo unspecified)
4%,-2%,26%,u,79µM*,6,3%,u,u,NNc1nnc(-c2ccccc2)c(-c2ccccc2)n1
26%,-5%,5%,-18%,3%,2,-2%,1%,-32%[59 µM],O=C(Nc1ccncc1)Nc1ccc(F)cc1F
u,i,-4%,45µM*,u,2,0%,2%,-12%[2.33 µM],Cc1ccc(-n2cc(C(C)(C)C)[nH]c2=S)cc1
26%,-6%,4%,-12%,3%,-1,0%,u,-1%[59 µM],Cc1ccc(Sc2ccc(N3CCCC(C(=O)Nc4ccc(F)cc4)C3)nn2)cc1 (stereo unspecified)
3%,-10%,4%,-15%,-9%,-14,1%,3%,-34%[59 µM],Cn1cnc2c(=O)oc3ccc(S(=O)(=O)N4CCN(c5cccc(C(F)(F)F)c5)CC4)cc3c21
-32%,0%,-13%,-4%,1%,-5,11%,-1%,23%,C=Cc1ccc2c(c1)OCCOCCOCCOCCOCCO2
-9%,-9%,2%,-21%,-37%,0,0%,42%[activator],8%[59 µM],COc1cccc(N2CCN(C(=O)c3cnc4c(-c5ccccc5)c(C)nn4c3C)CC2)c1
7%,-7%,0%,-21%,-6%,-4,6%,-9%,7%[59 µM],Cc1ccc(OCC2Cn3c(nc4c3c(=O)n(C)c(=O)n4C)O2)cc1 (stereo unspecified)
26%,-5%,0%,-4%,1%,-1,2%,2%,u,CCn1c(CNC(=O)c2ccco2)nnc1SCC(=O)Nc1cc(C(F)(F)F)ccc1Cl
31%,-8%,85%[activator],-10%,u,-9,9%,-10%,-11%[12.7 µM],Oc1ccccc1N=Cc1ccc[nH]1
-22%,-9%,2%,-36%,4%,-6,0%,-1%,2%[59 µM],CC1=C(C(=O)NCc2ccccc2C)C2(CCCCCC2)OC1=O
-6%,u,-14%,u,56µM*,-3,0%,116%[activator],u,O=C(N/N=C/c1c(O)ccc2ccccc12)c1ccc(Br)o1
11%,-1%,15%,-19%,-3%,-2,11%,-3%,-7%,COc1ccccc1NC(=O)CNc1ccc(F)c(Cl)c1
2%,-2%,-4%,-16%,-4%,-1,1%,-3%,-7%[59 µM],Cc1ccc2c(c1)c1c(c(=O)n(-c3ccccc3)c(=O)n1CC(=O)c1ccc(F)cc1)n2C
-7%,-5%,-7%,-9%,3%,-5,x,7%,-12%[12.7 µM],O=C(NCc1ccccn1)c1cc(-c2ccccc2)on1
23%,i,-2%,7%,9%,-3,-4%,-9%,28%,COCC(=O)NC1CCN(C(=O)NCc2ccccc2)CC1
26%,-1%,-2%,3%,6%,0,-5%,-5%,0%,CCCN(CCC)C(=O)Cn1ccc(=N)c2ccccc21
52%[activator],-1%,-3%,7%,x,-2,-9%,1%,x,CCOc1ccc(NC(=O)COC(=O)CC2CC3CCC2C3)cc1 (stereo unspecified)
38%,3%,7%,6%,-3%,4,-2%,-3%,u,CCN(CC)CCN1C(=O)C(=O)/C(=C(/O)c2ccc(Cl)cc2)C1c1ccncc1 (stereo unspecified)
27%,2%,2%,-6%,-8%,4,-17%,-1%,-24%,Cc1n(CC(=O)c2ccc(F)cc2)c2ccccc2[n+]1C
30%,2%,1%,1%,x,-4,4%,-3%,x,CCOC(=O)C1CCN(C(=O)COC(=O)/C=C/c2ccccc2)CC1
38%,3%,5%,-3%,7%,4,-2%,0%,-2%,C=CCn1cc(Cl)cc(C(=O)Nc2ccccc2)c1=O
51%[activator],7%,11%,7%[57.1 µM],12%,3,-2%,2%,1%[59 µM],COc1ccc(C(=O)OCCCN(C)C)cc1OC
32%,-8%,11%,-11%,x,-3,1%,-5%,x,Cc1ccc(C(=O)COC(=O)COc2ccccc2O)cc1C
32%,i,-4%,-6%,-21%,-3,-5%,2%,-3%,C/C(=N\NC(=O)c1ccccc1[N+](=O)[O-])c1ccc(Br)s1
35%,-2%,19%,-13%,13%,-2,x,-2%,37%,Cc1nnc(NC(=O)Oc2ccccc2)s1
-8%,i,-14%,u,39%[activator],1,-2%,1%,-22%,CCOn1c(=O)c(-c2ccc(Cl)cc2)[n+]([O-])c2ccccc21
176%[activator],-2%,-8%,51%[activator],38%,-2,-1%,3%,50%,C=Cc1ccc(CN2CCCN(Cc3ccc(F)cc3)S2(=O)=O)cc1
19%,-10%,-5%,-7%,-6%,-9,-6%,-1%,4%[59 µM],O=C(CSCc1c(Cl)cccc1Cl)Nc1ccccc1C(=O)N1CCOCC1
17%,i,-5%,-26%,-31%,4,-8%,6%,-32%[59 µM],O=C(CSc1nnc(CN2CCOCC2)n1-c1ccc(Cl)cc1)Nc1cc(Cl)ccc1O
-4%,i,20%,-20%,9%,-1,-4%,1%,8.9µM*,CCN(CC)c1ccc(C=Nc2cc(C)cc(C)c2)c(O)c1
21%,3%,9%,3%,-5%,-14,5%,10%,-1%,COC(CNS(=O)(=O)c1ccc(Cl)cc1)c1ccccc1 (stereo unspecified)
42%[activator],9%,0%,-15%,5%,5,-3%,-16%,1%,Cc1ccccc1NS(=O)(=O)c1ccc2c(c1)NC(=O)CO2
17%,-9%,-4%,-5%,-17%,-11,-4%,-2%,u,Cc1sc2ncnc(N3CCC(C(=O)Nc4nnc(CC(C)C)s4)CC3)c2c1C

Filtered by structure, those above with a tert-butyl group
HP1b binding inh,PGK inhibitor,GLS inh,JMJD2A Tudor inh,BAZ2B inh,PI4K2A inh,ERG-DNA inh,Pin1 inhibitor,G9a inh,Compound
30%,-3%,-5%,9%,5%,9,-19%,1%,x,CCOc1cc(CNn2cnnc2)cc(Br)c1OCC(=O)NC(C)(C)C
u,i,-4%,45µM*,u,2,0%,2%,-12%[2.33 µM],Cc1ccc(-n2cc(C(C)(C)C)[nH]c2=S)cc1

Rows are unselected; overall some 11% were active at least once.
